PTAP TSG101 blk – blocks PTAP/TSG101 interaction to inhibit HIV-1 budding; Potency, µM (doses to about 115 µM), without a hit: top-dose activity change, negative = inhibition, actives largely listed as inhibitors; Q99816; Fluorescence polarization, FITC-PTAP peptide / Tsg101 binding; AID 493005; 340,000 tested, under 10 active; active means well fitted inhibition curve with a large enough effect in the main read-out, with a control signal flat, not every such curve was filed as active; inconclusive means small, poorly fitted or top-dose-only effect, or effect the other way, or a change in a side signal; inactive means no such curve, though single readings can be large or run the other way; further: potency means the concentration at half of the fitted maximal effect; % of control where 0% means no effect
Target sequence (Q99816 whole entry, looked up): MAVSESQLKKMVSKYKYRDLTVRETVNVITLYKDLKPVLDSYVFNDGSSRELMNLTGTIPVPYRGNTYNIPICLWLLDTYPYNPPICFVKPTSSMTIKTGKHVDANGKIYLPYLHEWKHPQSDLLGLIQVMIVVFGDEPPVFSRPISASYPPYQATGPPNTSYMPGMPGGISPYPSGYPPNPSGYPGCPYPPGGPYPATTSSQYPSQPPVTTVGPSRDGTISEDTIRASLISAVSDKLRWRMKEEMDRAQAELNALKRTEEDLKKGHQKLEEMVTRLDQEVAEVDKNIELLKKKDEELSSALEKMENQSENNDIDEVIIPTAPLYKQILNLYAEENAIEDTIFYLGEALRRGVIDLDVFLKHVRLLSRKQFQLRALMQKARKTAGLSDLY
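Tsg101 binding domain (10 uM final) was mixed with compound and a FITC-labeled PTAP peptide (50 nM final) in HEPES pH 7.5 buffer with NaCl, Tween 20, EDTA and TCEP; fluorescence polarization was read after 20 min at r.t.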
CXXC DNA block – MLL CXXC-DNA interaction inhibition; Q03164; Potency, µM (titrated, usually from 115 µM), inactives show at the highest dose activity change, negative = inhibition, most hits filed as inhibitors; MLL-CXXC / FITC-HOXA9 DNA fluorescence polarization; actives 0.037% (n = 290,000); active means well fitted inhibition curve with a large enough effect in the polarisation, with a control signal flat, not every such curve was filed as active; inconclusive means small, poorly fitted or top-dose-only effect, or effect the other way, or a change in a side signal; inactive means no such curve, though single readings can be large or run the other way; the % refers to the polarisation; further: potency means the concentration at half of the fitted maximal effect
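Purified MLL-CXXC (added from a 7 uM solution) was preincubated 5 min at ambient with pinned compounds in 50 mM Tris-HCl pH 7.5, 50 mM NaCl, 1 mM DTT, 0.05% BSA. Fluorescein-labeled HOX-A9 DNA (50 nM solution) followed, 30 min, then polarization read.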
Integrin act MD – activators of alpha7 integrin expression for muscular dystrophy. alpha7betagal myoblasts, beta-gal FDG fluorescence, 48 h. Potency, µM (top dose mostly 38.3 µM), for the others: at the top dose activation, usual class: activators. actives 0.064% (n = 350,000). AID 624291;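 further: potency means the concentration at half of the fitted maximal effect; 100% = response of the positive control SU9516; nearly all actives have a fitted effect of over 60% in size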
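Alpha7betagal+/- myoblasts (passage 13) were plated 16-24 hr, then exposed to compounds (1:260 dilution of DMSO stock) for 48 hours at 37C. After MPER lysis, β-galactosidase reporter activity was read as FDG fluorescence (ex 480/em 540) after 30 minutes.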
AT treatment – potential ataxia-telangiectasia treatment | AID 485349 | actives 0.19% (n = 320,000) | […] A-T fibroblasts, KAP-1 phosphorylation AlphaLISA; neocarzinostatin DNA damage 30 min before lysis | Potency, µM (doses to about 57.5 µM), without a hit: top-dose activation, most hits filed as activators; further: potency means the concentration at half of the fitted maximal effect; % of control where 0% means no effect; nearly all actives have a fitted effect of over 45% in size
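hTERT-immortalized A-T patient fibroblasts ([…]), 500 cells/well in OPTI-MEM, 1% FBS, got compounds for 60 min, then NCS for 30 min at 37C. Lysates were then assayed for phospho-KAP-1 by AlphaLISA (anti-pKAP1 donor, anti-KAP1 acceptor beads), 6 hr at 25C.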
TSHR antagonist – human thyrotropin receptor antagonism | AID 504810 | activity change, negative = inhibition, % at 11.5 µM | P16473 | TSHR-expressing cells, TSH-stimulated cAMP HTRF, 2 h; hits give low values | actives 0.2% (n = 330,000);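 active means activity change below a set negative limit, meaning inhibition stronger than a set level, cut at about -70% in these data; inconclusive means activity change between two set negative limits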; further: on the % scale 0 is the no-effect control and ±100 the full control effect
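Freshly harvested TSHR cells receive pin-tooled compound, then EC80 TSH at 4nM final. After 2 hours at 37 deg C, antibody in lysis buffer and cAMP-d2 are added; 30 minutes at ambient temperature precede the HTRF read.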
TCR activator – activates T cell receptor signaling; 330,000 tested, under 10 active; Potency, µM (top dose mostly 9.22 µM), for the others: at the highest dose activation of IL-2 secretion, actives largely listed as activators; primary human leukocytes, anti-CD3, IL-2 HTRF, 48 h; further: % of control where 0% means no effect
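TCR engagement came from a-CD3 beads alone, with compounds added to primary human leukocytes for 48 hr. Secreted IL-2 bridged europium cryptate- and d2-labelled anti-IL-2 antibodies, giving FRET emission at 665nm after 320nm excitation.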
Menin-MLL TR inh – menin-MLL binding inhibition, Texas Red mutant peptide; O00255; AID 1768; Menin + Texas Red MLL mutant peptide, fluorescence polarization; Potency, µM (top dose mostly 61.6 µM), for inactives: at the top dose FP activity change, negative = inhibition, hits mostly inhibitors; actives 0.23% (n = 270,000); active means well fitted inhibition curve with a large enough effect in the polarisation, with a control signal flat, not every such curve was filed as active; inconclusive means small, poorly fitted or top-dose-only effect, or effect the other way, or a change in a side signal; inactive means no such curve, though single readings can be large or run the other way; the % refers to the polarisation; further: potency means the concentration at half of the fitted maximal effect; % of control where 0% means no effect; many of its hits are not listed in these tables
Mito fusion act – mitochondrial division inhibition or fusion activation; S. cerevisiae fusion-defective mutant growth rescue, CellTiterGlo 48 h; Potency, µM (doses to about 46.1 µM), without a hit: top-dose growth rescue (activation), hits mostly activators; actives 0.23% (n = 320,000); AID 485298;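 further: potency means the concentration at half of the fitted maximal effect; % of control where 0% means no effect; nearly all actives have a fitted effect of over 45% in size; temperature-sensitive fusion mutants such as fzo1-1 at 37 °C on non-fermentable ethanol glycerol medium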
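S. cerevisiae fusion-defective temperature-sensitive mutants (e.g. fzo1-1, mgm1-5) grown 48 h at 37C in YPEG (ethanol/glycerol non-fermentable) medium with 23 nl compound per well; growth rescue read as CellTiterGlo luminescence.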
MBNL1-CUG inh – MBNL1-poly(CUG) RNA binding inhibition | Q9NR56 | TR-FRET MBNL1-His/biotin-(CUG)12 binding, 665/545 ratio | Potency, µM (series often up to 57.5 µM), inactives show at the highest dose activity change, negative = inhibition, most hits filed as inhibitors | actives 0.036% (n = 280,000) | AID 2675; active means well fitted inhibition curve with a large enough effect in the signal ratio, with a control signal flat, not every such curve was filed as active; inconclusive means small, poorly fitted or top-dose-only effect, or effect the other way, or a change in a side signal; inactive means no such curve, though single readings can be large or run the other way; the % refers to the signal ratio; further: potency means the concentration at half of the fitted maximal effect; on the % scale 0 is the no-effect control and ±100 the full control effect
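TR-FRET between His-tagged MBNL1 and biotin-(CUG)12 RNA, detected with Tb anti-His antibody (0.055 ng/ul) and streptavidin-XL665 (5 nM), 60 min at room temperature. Compounds titrated 92 nM to 58 uM; 665/545 nm ratio normalized to buffer and complex controls.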
S-ASM inh – blocks human secretory acid sphingomyelinase; AID 504937; actives 0.006% (n = 340,000); placental ASM, HMU-PC fluorogenic substrate, 60 min; P17405; Potency, µM (top dose mostly 57.5 µM), without a hit: at the highest dose activity change, negative = inhibition, most hits filed as inhibitors; further: potency means the concentration at half of the fitted maximal effect
Target sequence (P17405 47-631 limits assumed): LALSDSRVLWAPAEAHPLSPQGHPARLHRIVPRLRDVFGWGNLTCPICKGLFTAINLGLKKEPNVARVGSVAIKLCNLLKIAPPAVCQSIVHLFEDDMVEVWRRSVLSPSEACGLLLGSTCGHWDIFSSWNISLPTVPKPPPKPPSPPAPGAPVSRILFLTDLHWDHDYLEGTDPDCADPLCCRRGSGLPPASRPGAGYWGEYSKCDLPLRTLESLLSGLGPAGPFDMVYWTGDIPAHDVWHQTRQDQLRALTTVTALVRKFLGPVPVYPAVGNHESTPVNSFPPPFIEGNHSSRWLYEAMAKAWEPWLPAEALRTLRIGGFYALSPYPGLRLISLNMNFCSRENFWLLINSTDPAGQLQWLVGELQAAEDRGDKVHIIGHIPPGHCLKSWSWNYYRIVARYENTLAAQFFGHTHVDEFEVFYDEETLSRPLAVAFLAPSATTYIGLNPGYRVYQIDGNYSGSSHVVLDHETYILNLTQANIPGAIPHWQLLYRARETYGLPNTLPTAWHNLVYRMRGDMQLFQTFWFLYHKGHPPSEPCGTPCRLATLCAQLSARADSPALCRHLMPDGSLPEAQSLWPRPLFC
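Fluorogenic HMU-PC substrate (9 uM final) is turned over by placental ASM in 60 min at 37 C after a 10 min compound preincubation. Reaction ended by alkaline stop (pH 10), with fluorescence read at 386/447 nm.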
Active calls of the source: *; [ ] = remark or other dose. Unless noted, the call rests on the fitted dose curve; in most records, active means well fitted curve in the direction sought with a large enough effect; inconclusive means small, poorly fitted or top-dose-only effect, or another doubt; inactive means no such curve, though single readings can be large; an effect the other way counts as inactive or inconclusive.

Results for O=C(CNC(=O)c1ccc(S(=O)(=O)N2CCCC2)cc1)N/N=C/c1ccc(F)cc1 ?
PTAP TSG101 blk: -5%; CXXC DNA block: -11%; Integrin act MD: 0%; AT treatment: -1%; TSHR antagonist: -5; TCR activator: 1%; Menin-MLL TR inh: 0%; Mito fusion act: 3%; MBNL1-CUG inh: -3%; S-ASM inh: -2%

What do the screens show for `CC(C)C(NC(=O)CNC(=O)OC(C)(C)C)C(=O)NCc1ccccc1` (configuration not stated)?
PTAP TSG101 blk: -4%; CXXC DNA block: 5%; Integrin act MD: 6%; AT treatment: 2%; TSHR antagonist: -4; Menin-MLL TR inh: 2%; Mito fusion act: -1%; MBNL1-CUG inh: -10%; S-ASM inh: -1%

What do the screens show for `Cc1ccc(-c2ccc(/C=N/NC(=O)CN3CCCC3)o2)cc1Cl`?
PTAP TSG101 blk: -2%; CXXC DNA block: 15%; Integrin act MD: -38%; AT treatment: -2%; TSHR antagonist: 14; TCR activator: -3%; Menin-MLL TR inh: -27%; Mito fusion act: 0%; MBNL1-CUG inh: inconclusive; S-ASM inh: -3%

What do the screens show for `COc1cc(C=O)c(Br)cc1OC1CCCC1`?
PTAP TSG101 blk: 2%; CXXC DNA block: 4%; Integrin act MD: -1%; AT treatment: 2%; TSHR antagonist: -13; TCR activator: -15%; Menin-MLL TR inh: 1%; Mito fusion act: 2%; MBNL1-CUG inh: 8%; S-ASM inh: -1%

Results for O=C(Cc1ccccc1)N1CCCC(c2nc(-c3cccs3)no2)C1 (configuration not stated) ?
PTAP TSG101 blk: -6%; CXXC DNA block: -1%; Integrin act MD: 19%; AT treatment: -3%; TSHR antagonist: -3; TCR activator: -3%; Menin-MLL TR inh: 3%; Mito fusion act: 6%; MBNL1-CUG inh: -7%; S-ASM inh: -1%

Results for CC(C)(C)NC(=O)NC(=O)COC(=O)c1cccc(F)c1 ?
PTAP TSG101 blk: -2%; CXXC DNA block: 4%; Integrin act MD: 12%; AT treatment: 3%; TSHR antagonist: 1; TCR activator: 0%; Menin-MLL TR inh: -1%; Mito fusion act: -2%; MBNL1-CUG inh: -18%; S-ASM inh: 2%

What do the screens show for `CNC(=O)CSc1nnc(-c2ccc3c(c2)OCO3)n1C`?
PTAP TSG101 blk: -9%; CXXC DNA block: 5%; Integrin act MD: inconclusive; AT treatment: 0%; TSHR antagonist: 0; TCR activator: -6%; Menin-MLL TR inh: 8%; Mito fusion act: 4%; MBNL1-CUG inh: -2%; S-ASM inh: 6%

Results for CCOCCCNC(=O)c1c(-c2ccccc2)noc1C ?
PTAP TSG101 blk: -1%; CXXC DNA block: -2%; Integrin act MD: 32%; AT treatment: -1%; TSHR antagonist: 6; TCR activator: 1%; Menin-MLL TR inh: 2%; Mito fusion act: -1%; MBNL1-CUG inh: 10%; S-ASM inh: 4%

What do the screens show for `CCCCn1c(N)c(N(CCOC)C(=O)c2cc(-c3ccncc3)nc3ccccc23)c(=O)[nH]c1=O`?
PTAP TSG101 blk: -4%; CXXC DNA block: -3%; Integrin act MD: -4%; AT treatment: 7%; TSHR antagonist: 2; TCR activator: -4%; Mito fusion act: 0%; MBNL1-CUG inh: inconclusive; S-ASM inh: 4%

Results for CCC(CO)Nc1ncc([N+](=O)[O-])cc1C#N (configuration not stated) ?
PTAP TSG101 blk: -2%; CXXC DNA block: 9%; Integrin act MD: 15%; AT treatment: 0%; TSHR antagonist: 26; TCR activator: -2%[46.1 µM]; Menin-MLL TR inh: -7%; Mito fusion act: -8%; MBNL1-CUG inh: inconclusive; S-ASM inh: 4%

How did CC1CCCCN1C(=O)c1cc(-c2ccc3c(c2)OCO3)on1 (configuration not stated) do in these assays?
PTAP TSG101 blk: -2%; CXXC DNA block: 24%; Integrin act MD: -23%; AT treatment: -3%; TSHR antagonist: -2; TCR activator: -3%; Menin-MLL TR inh: -14%; Mito fusion act: -10%; MBNL1-CUG inh: 3%; S-ASM inh: 0%

How did Nc1nc(=S)c2ncn(C3CCCC3)c2[nH]1 do in these assays?
PTAP TSG101 blk: -4%; CXXC DNA block: -8%; Integrin act MD: inconclusive; AT treatment: 0%; TSHR antagonist: 4; TCR activator: 2%; Menin-MLL TR inh: -20%; Mito fusion act: -2%; MBNL1-CUG inh: -2%; S-ASM inh: 1%

Results for COCCn1nnnc1C(c1cc2ccc(OC)cc2[nH]c1=O)N1CCc2ccccc2C1 (configuration not stated) ?
PTAP TSG101 blk: -7%; CXXC DNA block: 1%; Integrin act MD: -19%; AT treatment: 2%; TSHR antagonist: 5; TCR activator: 7%[46.1 µM]; Menin-MLL TR inh: -6%; Mito fusion act: -1%; MBNL1-CUG inh: inconclusive; S-ASM inh: 36%[activator]

What do the screens show for `Cn1cc(SCC(=O)NCc2ccc(F)cc2)c2ccccc21`?
PTAP TSG101 blk: -7%; CXXC DNA block: -1%; Integrin act MD: 25%; AT treatment: -2%; TSHR antagonist: 2; TCR activator: 4%; Menin-MLL TR inh: 1%; Mito fusion act: 13%; MBNL1-CUG inh: 0%; S-ASM inh: 2%

What do the screens show for `NC(=O)CSc1nnnn1-c1cccc(Cl)c1`?
PTAP TSG101 blk: -6%; CXXC DNA block: 1%; Integrin act MD: -5%; AT treatment: 4%; TSHR antagonist: 6; TCR activator: 7%[46.1 µM]; Menin-MLL TR inh: 3%; Mito fusion act: -4%; MBNL1-CUG inh: inconclusive; S-ASM inh: 0%

Results for Cc1cccc(NC(=O)N2CCN(Cc3ccccc3)CC2)c1 ?
PTAP TSG101 blk: -2%; CXXC DNA block: 3%; Integrin act MD: 2%; AT treatment: -2%; TSHR antagonist: -2; TCR activator: 2%[46.1 µM]; Menin-MLL TR inh: -8%; Mito fusion act: -4%; MBNL1-CUG inh: -7%; S-ASM inh: 2%

What do the screens show for `COc1ccccc1NS(=O)(=O)c1ccc2c(c1)n(C)c(=O)n2C`?
PTAP TSG101 blk: 1%; CXXC DNA block: 1%; Integrin act MD: -26%; AT treatment: 0%; TSHR antagonist: -4; TCR activator: 5%; Menin-MLL TR inh: -4%; Mito fusion act: 1%; MBNL1-CUG inh: -3%; S-ASM inh: -3%

What do the screens show for `CCn1cc([N+](=O)[O-])c(C(=O)N2N=C(c3ccc(O)c(OC)c3)CC2c2ccccc2O)n1` (configuration not stated)?
PTAP TSG101 blk: 1%; CXXC DNA block: -6%; Integrin act MD: -3%; AT treatment: 2%; TSHR antagonist: 6; TCR activator: -2%[46.1 µM]; Menin-MLL TR inh: -8%; MBNL1-CUG inh: 2%[11.5 µM]; S-ASM inh: inconclusive

How did O=C1N=c2ccccc2=C1c1sc(=S)n(CC2CCCO2)c1O (configuration not stated) do in these assays?
PTAP TSG101 blk: -1%; CXXC DNA block: -7%; Integrin act MD: -34%; TSHR antagonist: 5; TCR activator: -1%; Menin-MLL TR inh: 8%; Mito fusion act: 1%; MBNL1-CUG inh: 7%; S-ASM inh: -5%

What do the screens show for `CCOC(=O)CCCn1ccc2cc(S(=O)(=O)N3CCCC3)ccc21`?
PTAP TSG101 blk: 2%; CXXC DNA block: -3%; Integrin act MD: 8%; AT treatment: -3%; TSHR antagonist: -4; TCR activator: -3%; Mito fusion act: 5%; MBNL1-CUG inh: 0%; S-ASM inh: -1%

Results for Cc1occc1-c1nnc(SCC(=O)NCc2cccs2)n1-c1ccc(F)cc1 ?
PTAP TSG101 blk: -8%; CXXC DNA block: -8%; Integrin act MD: -33%; AT treatment: -7%; TSHR antagonist: 31; TCR activator: -6%; Menin-MLL TR inh: -17%; Mito fusion act: -4%; MBNL1-CUG inh: 2%; S-ASM inh: 0%

How did CCc1ccc(NC(=S)N(CCN2CCCCC2)Cc2ccco2)cc1 do in these assays?
PTAP TSG101 blk: 0%; CXXC DNA block: 4%; Integrin act MD: -2%; AT treatment: 11%; TSHR antagonist: 12; TCR activator: -2%[46.1 µM]; Menin-MLL TR inh: 9%; Mito fusion act: -6%; MBNL1-CUG inh: -15%; S-ASM inh: 0%

Results for Cc1cccc(C)c1NC(=O)CNC(=O)c1cnccn1 ?
PTAP TSG101 blk: 0%; Integrin act MD: -4%; AT treatment: 8%; TSHR antagonist: -6; TCR activator: -13%; S-ASM inh: 6%

Not all compounds are listed; rates above refer to the full screens.
